Bioassay records (PubChem BioAssay)
EBI2 antag: EBI2 receptor antagonists, beta-arrestin recruitment, primary screen, cell-based, luminescence, 7a,25-OHC stimulation, uHTS | G-protein coupled receptor 183 (Homo sapiens), P32249 | 7a,25-OHC stimulated | inhibition, % at 5 µM | actives 0.81% (n = 360,000); in the data active = inhibition above about 38%;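 note: enzyme fragment complementation signal reports receptor beta-arrestin coupling in cells; 0% = agonist plus DMSO wells and 100% = wells without agonist; some results beyond the cut were filed as inactive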
Target sequence (P32249 whole entry, looked up, the tested form may be a part): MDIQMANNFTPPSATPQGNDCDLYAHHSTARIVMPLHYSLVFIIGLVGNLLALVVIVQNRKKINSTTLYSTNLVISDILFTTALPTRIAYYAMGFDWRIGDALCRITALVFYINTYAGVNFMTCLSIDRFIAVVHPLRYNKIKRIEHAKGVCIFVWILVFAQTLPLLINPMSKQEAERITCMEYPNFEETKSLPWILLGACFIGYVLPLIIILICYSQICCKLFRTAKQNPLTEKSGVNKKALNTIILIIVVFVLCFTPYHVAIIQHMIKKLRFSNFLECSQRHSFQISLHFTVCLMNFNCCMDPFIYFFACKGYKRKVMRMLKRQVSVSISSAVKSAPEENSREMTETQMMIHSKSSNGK
Gli-Sufu block: Gli-Sufu pathway antagonists, primary screen, luciferase luminescence, Sufu-KO-LIGHT cells, uHTS; inhibition, % at 5 µM; AID 588413, 2011; Sufu-KO-LIGHT fibroblasts, Gli luciferase reporter luminescence; actives 0.74% (n = 340,000);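 active = inhibition above about 55%, limit read from the data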;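 note: 0% = DMSO-treated cells and 100% = wells with medium but no cells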
APOBEC3G inh: APOBEC3G DNA deaminase inhibitors, primary screen, biochemical, fluorescence, single-stranded DNA substrate, uHTS. DNA dC->dU-editing enzyme APOBEC-3G (Homo sapiens), Q9HC16. recombinant A3G, ssDNA deamination FAM/TAMRA fluorescence. inhibition, % at 20 µM. actives 0.28% (n = 330,000);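 active = inhibition of at least 40% at 20 µM, with no more than 30% in the related APOBEC3A deaminase screen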;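 note: plate controls were DMSO wells with A3G for no effect and wells lacking A3G enzyme for full effect; some compounds called inactive have numbers as strong as hits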
Target sequence (Q9HC16 whole entry, looked up): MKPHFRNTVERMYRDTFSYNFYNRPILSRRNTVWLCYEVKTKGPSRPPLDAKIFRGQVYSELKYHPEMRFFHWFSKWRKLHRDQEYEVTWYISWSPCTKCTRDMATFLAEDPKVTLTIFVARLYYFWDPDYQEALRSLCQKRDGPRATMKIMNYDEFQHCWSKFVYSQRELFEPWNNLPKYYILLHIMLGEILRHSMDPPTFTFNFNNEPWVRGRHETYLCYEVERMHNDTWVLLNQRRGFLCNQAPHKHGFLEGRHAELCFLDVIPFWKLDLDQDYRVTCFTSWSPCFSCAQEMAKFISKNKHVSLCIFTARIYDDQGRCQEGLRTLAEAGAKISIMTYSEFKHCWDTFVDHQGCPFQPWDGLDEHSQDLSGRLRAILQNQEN
A3A deaminase: APOBEC3A ssDNA deaminase inhibitors, primary screen, selectivity assay for APOBEC3G inhibitor project, biochemical, FAM/TAMRA oligo cleavage fluorescence; DNA dC->dU-editing enzyme APOBEC-3A (Homo sapiens), P31941; recombinant A3A, FAM/TAMRA ssDNA deamination fluorescence; inhibition, % at 20 µM; actives 0.41% (n = 330,000); AID 493011, 2011;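 active = at least 40% inhibition at 20 µM here, with at most 30% in a related deaminase screen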;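 note: plate controls were A3A with DMSO for no effect and wells lacking A3A enzyme for full effect; some results filed as inactive read as strong as hits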
CCR6 antag: CCR6 receptor antagonists, primary screen, cell-based, CHO-K1, luminescence, beta-arrestin, uHTS. C-C chemokine receptor type 6 (Homo sapiens), P51684. CHO-K1 CCR6 PathHunter beta-arrestin, CCL20-stimulated. inhibition, % at 20 µM. actives 0.49% (n = 340,000). AID 493098, 2011;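 active = compounds whose inhibition of the agonist-driven luminescence signal at 20 µM reaches about 50%, limit read from the data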;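 note: cells stimulated with CCL20 at 14 nM final; plate controls were DMSO with CCL20 for no effect and DMSO without agonist for full effect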
MPTP block: mitochondrial permeability transition pore inhibitors, primary screen, biochemical, isolated mouse mitochondria, absorbance; Ca2+ swelling absorbance, 30 min; inhibition, % at 10 µM; AID 602449, 2012; actives 1.4% (n = 360,000);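 active = inhibition of 50% or more, scaled per plate between neutral and stimulator controls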;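 note: 0% = DMSO wells given calcium and 100% = 1 mM EGTA wells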
GRIN3A LBD mod: binders of NR3A ligand-binding domain, primary screen, biophysical, differential scanning fluorimetry, uHTS; Glutamate receptor ionotropic, NMDA 3A (GRIN3A) ligand-binding domain; NR3A LBD differential scanning fluorimetry, Tm shift; 0% = protein alone, 100% = glycine-bound protein; Tm shift relative to glycine control, % at 25 µM; actives 2.5% (n = 340,000); AID 1259313, 2017;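 active = melting temperature shift of at least 10% of the positive control shift, at one fixed dose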
CXCR6 inh: CXCR6 receptor inhibitors, primary screen, cell-based, beta-arrestin, luminescence, CHO-K1 PathHunter, 1536-well. actives 0.36% (n = 360,000). C-X-C chemokine receptor type 6 (Homo sapiens), O00574. inhibition, % at 20 µM. AID 602244, 2012; in the data active = inhibition above about 34%, passing the limit was not always enough;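 note: antagonist mode with CXCL16 agonist at 10 nM final; 0% = 10 nM CXCL16 with DMSO and 100% = unstimulated wells without agonist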
Target sequence (O00574 whole entry, looked up): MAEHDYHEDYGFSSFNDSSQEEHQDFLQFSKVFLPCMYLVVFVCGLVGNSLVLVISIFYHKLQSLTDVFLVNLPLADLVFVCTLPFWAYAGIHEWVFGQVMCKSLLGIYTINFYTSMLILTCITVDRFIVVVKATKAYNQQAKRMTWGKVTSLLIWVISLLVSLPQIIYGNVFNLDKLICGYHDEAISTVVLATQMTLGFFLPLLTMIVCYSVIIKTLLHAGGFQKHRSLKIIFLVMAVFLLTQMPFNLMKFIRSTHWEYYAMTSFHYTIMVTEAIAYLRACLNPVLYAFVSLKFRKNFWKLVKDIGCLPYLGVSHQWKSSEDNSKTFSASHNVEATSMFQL
* hit, by the source's call; . = not tested or not shown.

item	Structure	CXCR6 inh	CCR6 antag	Gli-Sufu block	MPTP block
1	Oc1ccc(-c2[nH]ncc2-c2ccc(Cl)cc2)c(O)c1	-3	-8	8	7.4
2	COC(=O)[C@@]1(Cc2ccccc2)[C@H]2C(=O)N(Cc3ccccc3)C(=O)[C@H]2[C@H]2CN=C(SCc3ccc(Cl)cc3)N21	7	18	8	2.4
3	Cc1cccc(Nc2nnc(SCC3CCCCO3)s2)c1C (centres undefined)	-1	-11	-14	-0.2
4	Cc1cccc(CCNC(=O)c2cc(S(=O)(=O)N3CCCC3)cn2C)c1	-1	16	-10	-0.8
5	CSc1ccc(CNCCCSc2ncccn2)cc1	3	8	7	-0.9
6	CCC1CN(C(=O)N2CCC(C(=O)NCc3ccccc3OC)CC2)c2cc(C)ccc2O1 (centres undefined)	-6	6	19	0.8
7	CC1CN(C(=O)CSc2nnc(C3CCCCC3)n2N)CC(C)O1 (centres undefined)	5	2	-1	-2.4
8	Cc1ccc(C2=NS(=O)(=O)N(C)C(C(=O)NCc3ccc(F)cc3)=C2)cc1	-1	18	-12	-0.4
9	O=C(Nc1ccc(S(=O)(=O)N2CCOCC2)cc1)c1cc(-c2ccccc2O)n[nH]1	2	2	3	46
10	Cc1cccc(Nc2nc(CC(=O)O)cs2)c1	1	-2	-2	0.4
11	CC(c1ccccc1)N1C(=O)C2C3C=CC(C4CC34)C2C1=O (centres undefined)	2	2	-7	3.0
12	CCOC(=O)c1c(NC(=O)c2ccoc2C)sc(C)c1C	-11	-2	-3	0.8

item	APOBEC3G inh	A3A deaminase	EBI2 antag	GRIN3A LBD mod
1	-3	-2	-2	12*
2	-4	-1	13	2
3	0	-1	-5	-8
4	-10	0	-1	1
5	-5	-2	-14	2
6	28	-2	5	0
7	-5	7	-6	0
8	-2	-2	16	-7
9	-9	-6	18	27*
10	-4	1	7	-4
11	1	2	-8	-4
12	-5	-2	12	3

One compound at a time, from the list above:
Cc1cccc(CCNC(=O)c2cc(S(=O)(=O)N3CCCC3)cn2C)c1 in the list: CXCR6 inh: -1; CCR6 antag: 16; Gli-Sufu block: -10; MPTP block: -0.8; APOBEC3G inh: -10; A3A deaminase: 0; EBI2 antag: -1; GRIN3A LBD mod: 1
Cc1cccc(Nc2nnc(SCC3CCCCO3)s2)c1C (centres undefined) in the list: CXCR6 inh: -1; CCR6 antag: -11; Gli-Sufu block: -14; MPTP block: -0.2; APOBEC3G inh: 0; A3A deaminase: -1; EBI2 antag: -5; GRIN3A LBD mod: -8

(cont.)
item	Structure	CXCR6 inh	CCR6 antag	Gli-Sufu block	MPTP block
13	Cc1ccc(-c2nn(CCC(=O)Nc3cccnc3)c(=O)c3ccccc23)cc1	-4	11	-9	1.9
14	COCC(=O)N(Cc1cc2ccc(C)cc2[nH]c1=O)c1ccc(C)cc1C	4	13	21	0.1
15	CCN(CC#CCC1(O)c2ccccc2-c2ccccc21)CCO	-3	-1	1	0.1
16	CC1CCCCC1NC(=O)C1CCN(C(=O)NC2CCCCC2)CC1 (centres undefined)	-2	-8	11	-0.3
17	Cc1cc(-c2n[nH]c(=S)n2/N=C/C=C/c2ccco2)n[nH]1	-4	4	2	1.5
18	Cc1nc(SCC(=O)NCC2CCCO2)c2oc3ccccc3c2n1 (centres undefined)	8	8	-1	0.7
19	COc1ccc(C(=O)NCc2csc(C)n2)cc1OC1CCN(C(C)=O)CC1	-3	11	1	-0.8
20	CCOC(=O)CSc1nnc(CNc2ccc(Cl)cc2)n1Cc1ccccc1	-4	-18	-15	-0.7
21	COc1ccccc1NC(=S)NCc1ccc2c(c1)cc(C)n2C	11	7	8	3.6
22	Cc1ccccc1-c1n[nH]c(=S)n1/N=C/c1ccc(-c2ccccc2Br)o1	0	6	-3	3.1
23	O=C1CN(C(=O)COC(=O)c2cccc(OCc3ccccc3)c2)c2ccccc2N1	8	13	-22	3.3
24	CCN1C(=O)C(O)(CC(=O)c2cccc(-n3cccc3)c2)c2ccccc21 (centres undefined)	-8	6	11	-0.6

item	APOBEC3G inh	A3A deaminase	EBI2 antag	GRIN3A LBD mod
13	-2	2	5	1
14	-4	-2	0	1
15	-6	-5	-15	4
16	-1	1	-10	0
17	66	49	-14	2
18	3	-1	0	-1
19	3	4	3	2
20	-5	-3	4	0
21	-7	-3	11	-17
22	.	.	-2	-8
23	-6	-3	6	-9
24	-3	1	2	1

GRIN3A LBD mod, hit marks shown above.
cpd	Molecule	CXCR6 inh	CCR6 antag	MPTP block	APOBEC3G inh	A3A deaminase	EBI2 antag	GRIN3A LBD mod
1	Oc1ccc(-c2[nH]ncc2-c2ccc(Cl)cc2)c(O)c1	-3	-8	7.4	-3	-2	-2	12*
9	O=C(Nc1ccc(S(=O)(=O)N2CCOCC2)cc1)c1cc(-c2ccccc2O)n[nH]1	2	2	46	-9	-6	18	27*

Next compounds follow.
item	Structure	CXCR6 inh	CCR6 antag	Gli-Sufu block	MPTP block
25	CCc1nc2ccccc2n1Cc1ccccc1F	-2	11	0	-0.5
26	COc1ccc(NC(=O)CC2(CC(=O)N3CCOCC3)CCCC2)cc1Cl	3	9	-2	3.5
27	CCn1c(=S)sc2c(=O)n(-c3ccccc3)c(=S)[nH]c21	-1	2	16	-2.2
28	c1ccc(CN=C(NCc2ccccc2)NCc2ccccc2)cc1	-1	-5	25	9.8
29	O=C(NCc1ccc(Cl)cc1)C1CCC(CNc2c(N3CCCC3)c(=O)c2=O)CC1 (centres undefined)	-2	7	6	0.5
30	COc1ccc(Cl)cc1NC(=S)NCCSc1ccc(C)cc1	-9	5	-3	82*
31	CCC(C)C(=O)Nc1nnc(SCC(=O)NC(C)(C)C)s1 (centres undefined)	-10	-1	4	-0.6
32	COc1ccccc1OCC(=O)N(Cc1nc(-c2ccccc2)no1)C(C)C	2	9	-7	0.4
33	CN(C)CCCn1c2c(c(SCC(=O)Nc3cccc4ccccc34)nc1=O)CCCC2	-6	10	25	-2.0
34	COc1ccc(/C=C/C(=O)OC(C)C(=O)c2ccccc2)cc1OC (centres undefined)	2	6	-4	0.7
35	Cc1ccc(C2=NCCn3c2c2ccc([N+](=O)[O-])cc2[n+]3[O-])cc1	-16	5	3	0.2
36	CC(=O)N1CCN(C(=O)CNc2cc(C(F)(F)F)ccc2OCC(F)(F)F)CC1	2	-7	29	-1.0

item	APOBEC3G inh	A3A deaminase	EBI2 antag	GRIN3A LBD mod
25	-6	0	-7	-2
26	-9	-3	0	0
27	-14	6	25	0
28	.	.	-17	2
29	5	-2	12	-2
30	-5	-4	7	25*
31	-20	-7	-11	-1
32	-7	-2	0	2
33	-11	-3	5	1
34	-11	0	4	2
35	-3	0	-2	-1
36	2	3	-2	-2

item	Structure	CXCR6 inh	CCR6 antag	Gli-Sufu block	MPTP block
37	O=C(c1ccc(N2CCCC2)c([N+](=O)[O-])c1)N1CCN(S(=O)(=O)c2ccccc2)CC1	0	10	4	-0.7
38	CCOc1ccc(NC(=O)COn2nnc3ccc(S(=O)(=O)N4CCOCC4)cc32)cc1	7	11	6	-0.8
39	COCCn1c(N2CCN(c3ccc(OC)cc3)CC2)nc2c1c(=O)[nH]c(=O)n2C	2	5	4	3.7
40	O=C1CCCN1Cc1ncnn1-c1ccccc1	-6	14	-1	-2.5
41	COc1ccccc1-c1nc(-c2ccc(C(=O)O)cc2)no1	3	7	-1	0.2
42	COc1cccc(C(=O)N(Cc2cc3cc(C)ccc3[nH]c2=O)CC2CCCO2)c1 (centres undefined)	0	2	8	1.1
43	C/C(=N\NC(=O)c1cc(C(C)(C)C)[nH]n1)C12CC3CC(CC(C3)C1)C2	0	8	1	1.1
44	Cc1ccc(C)n1-c1nccc(-c2ccco2)n1	0	2	-32	-3.6
45	COc1ccc(-c2nsc3c(SCc4ccccc4)ncnc23)cc1	2	4	-25	6.8
46	CCCCn1c(NCc2ccc3c(c2)OCO3)nc2ccccc21	3	6	-24	-0.2
47	COc1ccccc1N(CC(=O)NCCSCc1ccccc1Cl)S(C)(=O)=O	0	1	2	-0.5
48	CCN(Cc1nc(-c2ccccc2)no1)C(=O)COc1cccc(OC)c1	8	21	-4	0.8

item	APOBEC3G inh	A3A deaminase	EBI2 antag	GRIN3A LBD mod
37	0	1	3	2
38	-5	1	7	2
39	-6	-4	-4	1
40	-9	-7	13	1
41	-9	-4	5	-3
42	-6	-5	4	1
43	-2	2	15	-1
44	-4	2	-9	1
45	-6	3	12	-3
46	-5	0	8	2
47	-7	-3	-9	0
48	-2	-4	-6	-2

A different layout for part of the listing above.
40	O=C1CCCN1Cc1ncnn1-c1ccccc1
- CXCR6 inh = -6
- CCR6 antag = 14
- Gli-Sufu block = -1
- MPTP block = -2.5
- APOBEC3G inh = -9
- A3A deaminase = -7
- EBI2 antag = 13
- GRIN3A LBD mod = 1
41	COc1ccccc1-c1nc(-c2ccc(C(=O)O)cc2)no1
- CXCR6 inh = 3
- CCR6 antag = 7
- Gli-Sufu block = -1
- MPTP block = 0.2
- APOBEC3G inh = -9
- A3A deaminase = -4
- EBI2 antag = 5
- GRIN3A LBD mod = -3

(further entries)
item	Structure	CXCR6 inh	CCR6 antag	Gli-Sufu block	MPTP block
49	O=C(/C=C/N1CCOCC1)c1coc2ccccc12	-2	3	-21	1.3
50	O=C(O)c1ccccc1CSc1nc2ccccc2s1	-4	-2	-13	0.0
51	O=C(Nc1ccc2c(c1)OCCO2)C1CCN(c2cnccn2)CC1	-11	-3	-7	0.7
52	CCOC(=O)N1CCN(c2ccc(Cl)c(Cl)c2)CC1	-3	12	-1	-1.7
53	Cc1ccccc1CNC(=O)CCC(=O)N1CCOc2ccc(Cl)cc21	-9	5	1	-0.1
54	CC1CCCCN1C(=O)c1c([N+](=O)[O-])cnn1C (centres undefined)	0	15	6	-0.8
55	Cc1sc2nc(CN3CCOCC3)nc(NS(=O)(=O)c3ccccc3)c2c1C	8	2	3	0.0
56	CCOc1ccc(S(=O)(=O)N2CCCC(C(=O)N3CCOCC3)C2)cc1 (centres undefined)	-3	-4	-1	0.2
57	Cc1cc(C(=O)N/N=C/c2cccs2)no1	6	4	-29	-0.1
58	Cc1ccc(S(=O)(=O)NC(=O)Nc2c(C)n(C)n(-c3ccccc3)c2=O)cc1	8	-3	3	-0.9
59	COc1ccccc1C(=O)C1CCCN(Cc2ccc(Oc3ncccn3)cc2)C1 (centres undefined)	-2	1	-3	-3.5
60	CCn1c(SCC(=O)c2ccc(Cl)cc2)nnc1-c1cccs1	7	9	-4	-0.7
61	Cc1ccc(S(=O)(=O)N(CC(=O)NCC2CCCO2)Cc2cccc(C)c2)cc1 (centres undefined)	-4	8	7	-2.7
62	CC(c1ccccc1)C(NC(=O)OCC1c2ccccc2-c2ccccc21)C(=O)O (centres undefined)	-9	9	15	-1.6

item	APOBEC3G inh	A3A deaminase	EBI2 antag	GRIN3A LBD mod
49	-1	-1	-11	1
50	-1	2	2	1
51	-2	0	-5	1
52	-4	1	-9	1
53	-5	0	-5	2
54	2	4	5	0
55	-3	1	-8	-2
56	17	-1	-5	1
57	6	1	-5	-3
58	-3	-5	4	-8
59	-3	0	-9	1
60	-2	-1	13	1
61	-5	-1	-1	-2
62	-13	-3	-1	2
